Insulin prom up: MIN6 insulin promoter up-regulation. 190,000 tested, 0.3% active. z-score at 5 µM. MIN6 insulin promoter-GFP reporter, high-content imaging; active compounds read high;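 active means z-score above 3 at 5 µM with at least 500 cells counted in the well; inconclusive means wells under 500 cells, flagged as cytotoxic or low count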
Myeloid diff 2: promotes myeloid progenitor differentiation; calls only at 10 µM; ER-HoxA9 myeloid progenitors, lysozyme-GFP differentiation, flow cytometry; 360,000 tested, 1% active;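 active means normalized GFP-positive differentiation at or above the plate's own cutoff, the solvent-only control mean plus 3 SD; inconclusive means no clear call, values can overlap the other calls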;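 further: cells exposed to compound for four days before flow analysis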
Hep lipid drop: modulators of hepatic lipid droplet formation; inhibition, % at 6.5 µM; 240,000 tested, 0.4% active; AML12 mouse hepatocytes, oleate lipid droplets, BODIPY imaging;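 active means lipid droplet intensity inhibited by at least 50%, with more than 500 cells counted; inconclusive means wells with under 300 cells, treated as cytotoxic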
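material = mouse AML12 hepatocyte cell line, fixed after treatment | also added = 100 µM oleic acid challenge | doses = compound at 6.5 µM only | schedule = overnight exposure | technique = Image-based BODIPY and DAPI two-channel analysis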
PMI inhibitors: inhibitors of human PMI, primary screen, biochemical, fluorescence intensity, coupled assay (AID 1209) | inhibition, % at 20 µM, or IC50 in µM where a hit was titrated | purified PMI enzyme, coupled fluorescence intensity; higher % means a stronger effect | 190,000 tested, 0.42% active; in the data active means inhibition above about 50%;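 further: plate controls were DMSO vehicle for no effect and wells lacking substrate for full effect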
Dynein transport: dynein cargo transport inhibition; 3617.4 mouse cells, GR-EGFP nuclear translocation imaging; test concentration mostly 20 µM; stimulated with dexamethasone, 1 µM; active compounds read low; z-score, hits read low; 220,000 tested, 0.47% active;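 active means plate z-score of nuclear minus cytoplasmic receptor signal below a set negative limit, without overly bright fluorescence or cell loss, cut at about -3.5 in these data, passing the limit was not always enough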;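 further: z-score of nuclear minus cytoplasmic ring GR-EGFP intensity difference per well; some compounds called inactive have numbers as strong as hits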
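Medium: Induction medium lacking tetracycline, stripped serum | Probe or stimulus: 1.0 µM final dexamethasone stimulus | Schedule: 48 h induction, then 1 h compound, then 30 min agonist, 37 °C | Signal: Automated 10x imaging of fixed Hoechst-stained cells | Evaluation: Per-cell GR-EGFP intensity, nucleus versus surrounding cytoplasmic ring, well-averaged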
T cell HTS: T cell immune modulators affecting CD8 T cell-vesicle binding; AID 2052; calls only at 7 µM; 330,000 tested, 0.068% active; 2C CD8+ T cell-vesicle binding, flow cytometry; active compounds read low;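 active means response, share of CD8 T cells binding vesicles, and their 90th percentile fluorescence all below set limits, cut at about 80% in these data, passing the limit was not always enough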
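Benchmarks: naked versus QL9-loaded vesicles / Assay system: purified 2C TCR transgenic mouse naive CD8+ T cells / Technique: high-throughput flow cytometry with anti-B7-1 and anti-CD8 staining / Timing: Cell–vesicle co-incubation 1.5 h at 37 °C, staining 20 min on ice / Read-out: percent CD8+ FL2 mean versus row control / Probe or stimulus: QL9-loaded Drosophila micro-vesicles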
TNAP activation fold: human TNAP enzyme activators, primary screen, biochemical, luminescent, no phosphate acceptor, uHTS (AID 1001); 200,000 tested, 0.03% active; purified TNAP, luminescent activation assay, no phosphate acceptor; higher activation fold means a stronger effect; activation fold at 20 µM, or EC50 in µM where a hit was titrated; in the data active means activation fold from about 3, or a potency from the dose series; inactive means the rest, 99 in 100 with activation fold below about 1.6; further: many of its hits are not listed in these tables
MT stabilizer: microtubule stabilization, imaging screen; HeLa tubulin immunostaining HCS, 24 h; share of cells brighter than vehicle mean+2SD; % tubulin-high responders, % at 10 µM; 200,000 tested, 0.83% active; AID 2205;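 active means plate Z-score above 3 for both tubulin-high and condensed-nucleus cell shares, with cell loss under 80%, at 10 µM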;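 further: anti alpha tubulin signal scored within the nucleus-defined area of each cell; some results filed as inactive read as strong as hits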
bCat nuc transl: alters nuclear translocation of beta-catenin in HeLa cells; immunofluorescence imaging; nuclear translocation activity, % at 5 µM; 190,000 tested, 0.3% active; AID 1665;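 active means nuclear translocation activity above 50% at 5 µM, with a well cell count of 50 or more; inconclusive means wells under 50 cells across six images, flagged as toxic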;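 further: per-cell ratio of nuclear to cytoplasmic median beta-catenin stain intensity; plate controls were DMSO negative control for no effect and GSK-3 inhibitor IX positive control for full effect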
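Technique: fluorescence imaging of beta-catenin antibody stain plus DAPI / Material: human HeLa cell line / Incubation: compound treatment 24 h, 37°C, 5% CO2 / Read-out basis: % activation of per-cell nuclear versus cytoplasmic median beta-catenin signal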
Dynein transport cytoplasmic EGFP: further read-out of Dynein transport, marked with its call; z-score; measured here: cytoplasmic GR-EGFP intensity; active compounds read high
Dynein transport nuclear GR-EGFP: further read-out of Dynein transport, marked with its call; z-score; measured here: nuclear GR-EGFP intensity;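 lower value marks the stronger effect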
Dynein transport cell count: second read-out of Dynein transport, no call of its own (marks repeat the call); z-score; measured here: cell count per field
Insulin prom up cell count: further read-out of Insulin prom up, marked with its call; cell count; measured here: cytotoxicity, nuclei count;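 total cells summed across four imaged fields per well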
Hep lipid drop cells 6.5 µM: further read-out of Hep lipid drop, marked with its call; cell count; measured here: cell count, cytotoxicity flag;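 cells counted across two imaged fields per well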
bCat nuc transl cell count 5 µM: recorded beside bCat nuc transl, whose call it bears; cell count; measured here: cell count, cytotoxicity flag
T cell HTS vesicle-bound %: second read-out of T cell HTS, no call of its own (marks repeat the call); double positive events, %; measured here: CD8+ vesicle-bound cell fraction;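 binding gate set so that unloaded-vesicle control wells show 10% double positive cells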
MT stabilizer Hoechst-high %: recorded beside MT stabilizer, whose call it bears; % Hoechst-high responders; measured here: nuclear condensation Hoechst responders;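 share of cells brighter than vehicle mean plus two SD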
MT stabilizer cytotoxicity %: recorded beside MT stabilizer, whose call it bears; toxicity, %; measured here: cytotoxicity by cell density;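 0% = mean cell density of plate MIN control wells and 100% = no cells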
Myeloid diff 2 GFP+ MAC1+ %: second read-out of Myeloid diff 2, no call of its own (marks repeat the call); GFP+ MAC1+ double positive, %; measured here: differentiation confirmed by MAC1 staining
Active calls of the source: *; i = inactive; ? = inconclusive; . = not tested or not shown; + = active, no number.

SMILES	Insulin prom up	Insulin prom up cell count	Myeloid diff 2	Myeloid diff 2 GFP+ MAC1+ %	Hep lipid drop	Hep lipid drop cells 6.5 µM	PMI inhibitors	Dynein transport	Dynein transport cytoplasmic EGFP	Dynein transport nuclear GR-EGFP	Dynein transport cell count	T cell HTS	T cell HTS vesicle-bound %	TNAP activation fold	MT stabilizer	MT stabilizer Hoechst-high %	MT stabilizer cytotoxicity %	bCat nuc transl	bCat nuc transl cell count 5 µM
Cc1cccc(NC(=O)COc2ccc(Br)cc2)n1	0.18	1603	i	0.7	3	695	10%	0.089	-0.19	0.73	-0.92	i	17	1	1.6	1.8	4.0	-1.6	1080
COc1cccc(NC(=O)N2CCCC2C(=O)NCc2ccccc2F)c1 (stereo not drawn)	0.07	1520	i	0.3	4	709	2%	-0.74	-0.18	-0.14	0.17	i	41	1.1	3.1	2.4	6.8	1.2	925
O=C(N[C@@H](c1ccccc1)[C@@H]1C[C@H]1C(=O)NCc1ccccn1)OCc1ccccc1	0.72	1247	i	1.4	-2	797	4%	0.26	-0.27	0.53	0.25	.	.	1	3.4	2.4	4.4	0.2	545
COc1ccc(CCNC(=O)Cn2ccc3c(OC)cccc3c2=O)cc1OC	0.06	975	i	0.3	10	760	.	-0.35	0.39	-0.1	1.4	i	66	.	.	.	.	-0.4	1203
C/C(CCc1ccccc1)=N\NC(=O)C(=O)Nc1cccc(Cl)c1	0.06	1172	i	0.6	0	630	-19%	-1.1	-0.28	-0.55	0.54	i	15	1	6.1	1.6	4.3	1.2	1094
Cc1cc(C)c(C)c(OCCOCCN2CCOCC2)c1	0.32	1827	i	2.4	8	674	11%	-0.11	-0.29	-0.029	-0.19	i	20	1	5.5	3.1	8.1	0.9	1105
CC1CC(C)CN(CC(=O)N2c3ccccc3CCc3ccccc32)C1 (stereo not drawn)	.	.	i	2.2	.	.	-2%	-0.022	-0.22	-0.81	0.93	i	8	1.1	2.6	1.4	6.2	.	.
CCCCCCCCNC(=O)c1cccnc1SCC(=O)Nc1ccccc1OC	0.53	1350	i	6.9	-24	717	4%	0.7	-0.15	0.87	-2	i	19	1.6	2.6	2.2	8.3	-2.8	1025
CC12CN3CC(C)(CN(C1)C3c1ccccc1)C2O (stereo not drawn)	1.5	1519	i	0.6	-6	689	.	0.79	-0.25	0.063	0.64	i	67	1.1	2.1	1.3	8.1	0.3	1584
COc1ccc2nc(C)cc(Nc3ccccc3O)c2c1	.	.	i	0.7	-18	708	-5%	2.2	0.33	2	-2.2	i	25	1.1	6.5	1.3	2.8	1.4	972
CN(CC(=O)Nc1ccc(S(N)(=O)=O)cc1)c1ccccc1	.	.	i	0.6	-18	771	4%	0.46	-0.21	0.49	0.016	i	31	1.1	1.8	1.3	4.3	-2.0	1017
O=C(CN1CCCC1)N1c2ccccc2C=Cc2ccccc21	0.11	1462	i	0.4	7	535	-9%	1.2	-0.072	0.48	-0.83	i	23	1.1	3.6	2.5	7.5	-0.3	1584
COc1ccc(C(CCNCc2ccc(N(C)C)cc2)C(C)C)cc1 (stereo not drawn)	-0.51	1230	i	1.1	11	696	.	-1.8	0.16	-0.72	0.69	i	50	.	.	.	.	-3.7	1115
Cc1cc(OCCCCN2C(=O)NC(C)(C)C2=O)ccc1[N+](=O)[O-]	-1.5	1518	i	0.6	14	686	-1%	-0.74	0.84	0.38	0.24	i	50	1.1	4.0	1.7	9.9	1.7	873
COc1ccc(N(C(=O)Cn2nnc3ccccc32)C(C(=O)NC(C)(C)C)c2ccc(OC)c(O)c2)cc1 (stereo not drawn)	-0.05	1450	i	0.0	0	728	6%	0.02	-0.24	-0.11	-0.37	i	23	1.1	1.8	2.9	6.9	-3.2	1036
O=C(c1ccccc1F)N1CCN(c2ccc([N+](=O)[O-])c(N3CCOCC3)c2)CC1	-2.7	1420	i	0.1	22	635	11%	0.41	-0.21	0.34	0.24	i	18	0.9	1.1	1.2	1.8	-0.4	1551
Cc1cc(C)nc(-n2nc(C)cc2NC(=O)CNCc2ccccc2)n1	.	.	i	1.1	-3	632	18%	-0.33	-0.15	-0.04	0.61	i	16	1.1	1.4	0.9	5.6	-1.8	1096
CCCC(=O)c1ccc(N2CCN(S(=O)(=O)c3ccc(C)cc3)CC2)c(F)c1	-2.8	886	i	4.0	.	.	3%	-0.074	-0.25	0.44	-0.98	i	51	1.1	8.9	1.8	1.5	-2.9	1091
Cc1ccccc1CN1C[C@@H]2C[C@@H](c3cnc(N4CCOCC4)s3)N3CCC[C@@]23C1=O	.	.	i	0.0	-29	614	.	1.4	0.0091	1.2	-1.1	i	56	1.1	1.0	0.8	0.7	0.2	1583
Cc1cc(/C=C(\C#N)C(=O)Nc2ccc(Cl)cc2)c(C)n1-c1ccc(N2CCOCC2)c([N+](=O)[O-])c1	-0.17	891	?	.	30	630	-2%	-0.29	-0.31	-0.5	0.57	i	100	1	5.0	2.5	3.6	0.1	545
O=C(O)c1ccc(Nc2ncnc3scc(-c4ccccc4)c23)cc1	-0.5	1513	+	1.9*	10	737	6%	0.89	-0.23	0.55	-0.27	i	32	1.1	4.5	2.6	8.5	-0.4	1030
Cc1ccc(-n2cc(S(=O)(=O)c3ccc(C)cc3)[nH]c2=O)cc1	-0.28	1620	i	0.1	0	662	3%	0.21	-0.3	0.38	0.13	i	68	1	4.2	2.7	5.6	-1.9	1057
CCC1(C)N([O-])C(C)=C(c2ccccc2)[N+]1=O (stereo not drawn)	.	.	i	0.3	3	804	-6%	-0.44	-0.29	-0.049	1	i	56	0.9	1.3	1.7	3.3	1.3	958
CC(=O)/C(=N\Nc1ccc(C)cc1)N1CCOCC1	-1.3	1628	i	2.2	.	.	-50%	0.55	-0.18	0.28	-0.81	i	9	1.1	1.0	2.1	6.5	-0.7	1434
COc1ccc2nc3ccccc3nc2c1NC(=O)c1ccccc1Cl	-0.37	1349	i	1.1	-32	667	21%	0.18	-0.25	0.29	-0.28	i	22	1	1.7	2.0	6.5	-1.0	1202
Cc1cc(C(=O)COC(=O)c2ccncc2)c(C)n1Cc1ccco1	0.4	1339	i	0.2	-12	692	-7%	-0.44	-0.2	-0.29	-0.18	i	17	1	2.1	2.0	4.1	0.4	1121
CCC(C)(C)C1CCc2[nH]nc(C(=O)NN)c2C1 (stereo not drawn)	-0.28	1066	i	0.4	-1	683	.	-0.19	-0.26	-0.13	0.62	i	13	.	.	.	.	2.0	1279
Cc1cc(C)c2c(-n3cccc3)nn(CC#N)c2n1	.	.	i	0.6	.	.	-7%	-1.2	-0.17	-1	0.6	i	39	1.1	3.4	1.7	5.9	.	.
CCCCCOc1ccc(Br)cc1/C(C)=N/NC1=NCCN1	-5.2	554	?	.	?	.	-8%	-1	3.7	0.3	-4.7	i	46	1	7.8	31	40	20	116
Cc1ccc(SCC(=O)NCCSCc2ccccc2)cc1	0.05	1395	i	0.9	7	619	-6%	-0.18	-0.2	-0.11	0.12	i	40	1.1	2.3	2.4	7.5	2.3	529
CCOc1cc(C2C(C(=O)N3CCCCC3)=C(C)NC3=C2C(=O)CC(C)(C)C3)ccc1O (stereo not drawn)	-0.78	1559	i	2.0	.	.	-4%	0.12	-0.33	0.048	0.42	i	36	0.9	2.5	3.0	14	-0.1	1345
COc1cccc(CN2CCN(C(=O)CC(C)C)CC2)c1	-0.72	1406	i	0.8	.	.	0%	-0.18	-0.21	0.13	0.55	i	16	1.1	3.1	2.1	3.3	-8.0	925
COc1ccc(OCCCN2CCCC(C)C2)cc1 (stereo not drawn)	-0.3	1906	i	1.0	-20	573	1%	-0.66	-0.21	-0.046	-0.011	i	10	1.2	2.8	1.9	43	-0.3	1051
COc1ccc(C2=CC3=C(Br)C(=O)C(C)(OC(=O)c4ccco4)C(=O)C3=CO2)cc1 (stereo not drawn)	-0.28	1064	+	6.0*	.	.	.	-0.42	-0.78	-0.31	0.59	i	21	.	.	.	.	-0.5	1195
N#C/C(=C\c1cc(Cl)cc(Cl)c1O)C(=O)NC1CCCCC1	-0.12	1369	i	3.9	.	.	8%	0.043	-0.075	-0.26	-0.62	i	12	1	3.6	2.5	4.7	-2.1	1400
